HIV peptide binding: cell-free HIV fusion peptide-binding blockers – biochemical, uHTS, fluorescence dequenching, primary screen (AID 1986); cell-free peptide binding, fluorescence dequenching, 30 min; higher % means a stronger effect; one-dose inhibition, % at 20 µM; IC50 in µM for titrated hits; actives 0.3% (n = 290,000); in the data active = inhibition mostly above about 52%, no sharp cut-off; inactive = mostly below about 76%; note: some results filed as inactive read as strong as hits
K1F lysis inhibition: inhibition of K1F phage lysis, E. coli UTI89, bacterial capsule biogenesis inhibitors, alamar blue (AID 488966). actives 0.02% (n = 340,000). one-dose inhibition, % at 100 µM; IC50 in µM for titrated hits. E. coli UTI89 K1F phage lysis, alamar blue, 2 h; higher % means a stronger effect;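 active = phage lysis inhibition, versus mean bacterial control, above a set limit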;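 note: capsule biogenesis inhibitors block K1F phage lysis so surviving cells raise fluorescence; higher fluorescence means more inhibition of phage lysis; actives were called in the ten point dose series up to 300 µM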
GPR35 arrestin U2OS: inhibition of zaprinast-stimulated GPR35 beta-arrestin translocation – imaging, U2OS, beta-arrestin-GFP, zaprinast agonist, primary screen (AID 2058); U2OS GPR35 beta-arrestin-GFP translocation imaging, zaprinast antagonism; higher % means a stronger effect; actives 0.052% (n = 290,000); inhibition, % at 10 µM; hits with a dose series show IC50 in µM;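 active = inhibition of at least 50% with at least 30 cells and total cytoplasm GFP at most 10,000,000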
GPR55 antagonists: GPR55 antagonists blocking LPI-driven arrestin recruitment, primary screen, imaging, U2OS, beta-arrestin-GFP, LPI agonist (AID 2013) | U2OS GPR55 beta-arrestin-GFP translocation imaging, LPI antagonism; higher % means a stronger effect | actives 0.13% (n = 290,000) | inhibition, % at 10 µM, or IC50 in µM where a hit was titrated;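 active = spots per cell inhibited over 60%, with over 100 cells counted and total cytoplasm intensity under 500,000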;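 note: U2OS cells stably carrying GPR55 and arrestin-GFP stimulated by 5 µM LPI near EC80; imaged beta-arrestin-GFP aggregate spots per cell after agonist stimulation; plate controls were LPI-stimulated DMSO wells for no effect and DMSO wells without LPI for full effect; some results filed as inactive read as strong as hits; confirmed hits need IC50 under 10 µM and bright autofluorescent wells are also inconclusive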
AID2073: disruptors of CaV2.2 binding to Mint1 – biochemical, HTRF (AID 2073); HTRF protein-protein interaction, Mint1-CaV2.2; higher % means a stronger effect; inhibition, % at 20 µM; hits with a dose series show IC50 in µM; actives 0.19% (n = 290,000); in the data active = inhibition mostly above about 51%, no sharp cut-off; note: some results filed as inactive read as strong as hits
GPR55 activation: GPR55 agonists via beta-arrestin recruitment, primary screen, imaging, U2OS cells, beta-arrestin-GFP redistribution (AID 1961). U2OS GPR55 beta-arrestin-GFP redistribution imaging; higher % means a stronger effect. activation, % at 10 µM; hits with a dose series show EC50 in µM. actives 0.048% (n = 290,000);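 active = activation above 40% with more than 50 cells counted in the well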;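 note: U2OS osteosarcoma cells stably expressing GPR55 and beta-arrestin-GFP; plate controls were DMSO negative control for no effect and LPI positive control for full effect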
Dengue-2 NS5 capping: Dengue-2 NS5 methyltransferase inhibitors, primary screen, biochemical, confirmation dose response (AID 588689); Dengue-2 NS5 methyltransferase capping enzyme assay, biochemical; higher % means a stronger effect; inhibition, % at 25 µM, or IC50 in µM where a hit was titrated; actives 0.3% (n = 340,000); in the data active = a potency from the dose series
NTR1 agonist: NTR1-driven beta-arrestin-GFP spot formation – imaging, U2OS cells, high content, primary screen (AID 493036); activation, % at 20 µM; agonist mode; actives 0.17% (n = 330,000); P30989;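 active = activation at or above 40% of the spot to cytoplasm intensity ratio, with at least 20 cells analyzed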;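 note: 0% = DMSO without peptide and 100% = 100 nM NTR1 peptide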
Target sequence (P30989 whole entry, looked up): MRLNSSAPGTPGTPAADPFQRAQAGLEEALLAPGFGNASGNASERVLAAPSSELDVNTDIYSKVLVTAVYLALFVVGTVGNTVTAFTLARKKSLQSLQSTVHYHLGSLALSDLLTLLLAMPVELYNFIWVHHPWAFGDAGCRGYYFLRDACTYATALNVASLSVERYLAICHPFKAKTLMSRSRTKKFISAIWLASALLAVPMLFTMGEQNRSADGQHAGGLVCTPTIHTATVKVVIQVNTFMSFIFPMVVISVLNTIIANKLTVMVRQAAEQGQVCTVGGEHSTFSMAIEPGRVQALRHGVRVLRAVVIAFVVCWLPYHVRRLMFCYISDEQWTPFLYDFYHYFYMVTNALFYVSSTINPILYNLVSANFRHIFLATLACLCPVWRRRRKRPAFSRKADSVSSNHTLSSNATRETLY
Siah-1 displacement: blockers of Siah-1 interaction with plectin peptide – biochemical, fluorescence polarization, rhodamine-plectin, uHTS, primary screen (AID 1817) | actives 0.02% (n = 290,000) | Siah-1 / rhodamine-plectin peptide fluorescence polarization; higher % means a stronger effect | displacement, % at 20 µM; hits with a dose series show IC50 in µM;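 active = displacement of at least 50% at 20 µM, with a fluorescence ratio check between 0.3 and a set limit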;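 note: plate controls were Siah plus tracer with DMSO for no effect and tracer alone without Siah for full effect; strong numbers were not always called active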
NTR1 agonist cell count 20 µM: recorded beside NTR1 agonist, whose call it bears; cell count; measured here: cell count, cytotoxicity flag
* = called active by the depositor; . = not tested or not shown; [ ] = remark or other dose. Compounds as they come; any-hit rate near 1.2%.

SMILES,NTR1 agonist,GPR35 arrestin U2OS,AID2073,GPR55 activation,Siah-1 displacement,NTR1 agonist cell count 20 µM,GPR55 antagonists,K1F lysis inhibition,HIV peptide binding,Dengue-2 NS5 capping
COc1ccc(CN2CCNC(=O)C2CC(=O)NCc2csc(C(C)C)n2)c(OC)c1 (stereo unspecified),-0.9,-9.2%,2.1%,-0.1%,0.4%,75,14.7%,.,0.6%,.
COC(=O)c1cc(CSC(=N)N)ccc1OCCC(C)C,1.9,16.6%,-15.2%,0.2%,1.4%,44,-3.7%,3.2%,-3.7%,-1.5%
Cc1ccnc2c(N3C(=O)C4C5C=CC(C5)C4C3=O)cccc12 (stereo unspecified),3.1,16.6%,1.9%,-0.1%,-3.5%,40,0.6%,2.6%,-1.3%,-4.2%
O=[N+]([O-])c1ccc(Cc2cncc(O)c2)cc1,-0.6,-6.7%,1.3%,-0.1%,2.4%,48,4.3%,2.8%[50 µM],-1.4%,-2.6%
O=C(COC(=O)/C=C/c1cccc(Cl)c1)NCCC1=CCCCC1,-1.6,27.1%,-3.7%,-0.2%,-0.4%,67,-3.5%,3.4%[50 µM],0.1%,-4.2%
CC(C)c1nc(-c2ccc([N+](=O)[O-])cc2)cs1,0.1,7.9%,-13.7%,-0.2%,-2.6%,69,0.2%,2.1%,0.4%,-8.7%
Cc1ccc(NC(=O)c2ccccc2)cc1,-0.1,-11.0%,-4.2%,0.0%,2.5%,91,9.8%,0.2%,0.6%,-8.1%
OCCOCCn1c(-c2ccccc2)nc(=S)c2c1CCCC2,1.1,8.5%,-6.9%,-0.1%,3.9%,95,5.8%,0.9%,-0.5%,1.4%
CCc1ccc(OCC(=O)NNC(=O)c2ccc(NC(=O)C3CC3)cc2)cc1,0.1,2.5%,18.7%,-0.1%,22.9%,79,4.9%,0.3%[50 µM],11.3%,-1.9%
Cc1ccc(S(=O)(=O)N(C)C)cc1NC(=O)CN1CCN(Cc2ccccc2)CC1,2.0,1.0%,-5.9%,-0.2%,8.7%,52,-2.1%,0.4%,0.4%,-6.0%
Cc1cc(C)nc(NC(=O)C(c2ccccc2)c2ccccc2)n1,1.2,1.7%,-2.4%,-0.1%,1.2%,43,4.0%,8.1%,0.8%,-0.7%
CCN(CC)S(=O)(=O)c1ccc(Cl)c(C(=O)Oc2cccc(-c3cnc4ccccc4n3)c2)c1,4.1,-6.4%,-28.2%,-0.2%,0.7%,32,5.4%,0.2%,-0.1%,-4.1%
CC1(c2ccccc2)NC(=O)N(CC(=O)NC(=O)NC2CCCC2)C1=O (stereo unspecified),1.7,-14.9%,-0.6%,-0.1%,-7.3%,83,8.2%,-0.6%,-2.9%,-6.5%
Cc1ccc(S(=O)(=O)N(C)/C(=N/S(=O)(=O)c2ccccc2)c2ccccc2)cc1,2.0,-2.8%,9.5%,-0.2%,0.8%,71,6.6%,0.2%,-0.3%,-4.8%
CC1CCCC/C1=N\NC(=S)Nc1ccccc1 (stereo unspecified),-0.7,3.0%,-12.4%,-0.7%,5.1%,40,4.8%,0.0%,0.0%,-17.1%
Cc1cccc(Sc2ccc([N+](=O)[O-])cn2)c1,1.9,15.0%,-6.7%,-0.1%,7.8%,57,6.4%,0.0%,0.9%,-2.7%
CC(Sc1nc(-c2ccccc2)cs1)C(=O)Nc1ccc(Cl)cn1 (stereo unspecified),4.0,-8.4%,12.8%,-0.2%,10.7%,58,4.9%,0.3%,2.8%,3.3%
O=C(c1ccc(CN2CCc3ccccc3C2)cc1)N1CCN(c2ccccc2)CC1,0.1,-7.1%,1.7%,0.4%,-3.0%,53,-4.7%,4.9%,-2.3%,-13.2%
CCCCNC(=O)c1ccccc1NC(=O)CCC,-1.6,-3.0%,2.6%,-0.1%,4.7%,98,9.3%,0.2%,-0.1%,0.9%
COc1cc(C)ccc1OCc1cc(C(=O)NCCN2CCOCC2)no1,0.0,-1.5%,1.7%,-0.1%,11.1%,68,9.6%,-0.1%,2.0%,2.6%
CC(C)S(=O)(=O)c1csc(NC(=O)Nc2ccc(Cl)cc2)c1Cl,11.2,-4.3%,9.1%,-0.3%,1.8%,53,4.0%,-0.4%,-1.6%,-0.8%
COc1ccc(/C(O)=C2/C(=O)C(=O)N(CCN3CCOCC3)C2c2cccnc2)cc1OC (stereo unspecified),-0.3,-6.7%,-7.1%,-0.5%,4.6%,84,-7.9%,3.1%,0.4%,-4.8%
CC(=C/c1ccccc1)/C=N/NC(=O)c1nnn(-c2nonc2N)c1CN1CCC(C)CC1,8.7,0.8%,2.3%,0.601µM*,1.0%,48,-6.1%,0.4%,-0.3%,-6.5%
O=C1c2ccccc2CCC12N=NCC2c1ccc(Br)cc1 (stereo unspecified),0.0,-11.2%,-2.3%,0.6%,1.7%,107,-4.8%,0.0%,0.6%,-7.1%
COc1ccc(NC(=O)c2ccccc2-c2ccccc2C(=O)O)cc1,0.7,-0.6%,3.0%,0.0%,-0.8%,103,7.1%,0.0%,-1.7%,-8.5%
Cc1ccc(NS(C)(=O)=O)c(C(=O)c2ccccc2)c1,-2.0,3.1%,-2.8%,0.5%,-0.3%,75,-7.9%,0.2%,1.2%,-4.5%
CN(C)c1cc(O)c(C(=S)Nc2ccccc2)c(N(C)C)c1,0.5,1.9%,18.9%,0.0%,-2.2%,66,3.4%,0.5%,3.1%,0.8%
COc1ccccc1NC(=O)Nc1nnc(-c2ccco2)s1,2.2,2.8%,-4.2%,0.0%,-4.4%,57,7.4%,0.8%[50 µM],-1.0%,.
COc1ccc(NC(=O)c2cc(-c3ccccc3OC)on2)cc1,.,-5.5%,11.5%,-0.2%,-1.0%,.,2.4%,3.2%,0.8%,-8.0%
Cc1c(NC(=O)c2cc(=O)[nH]c(=O)[nH]2)c(=O)n(-c2ccccc2)n1C,0.3,-3.5%,5.0%,0.3%,0.5%,102,-7.9%,0.0%,0.1%,-4.0%
COc1cc(C)nc(NC(=S)N(C)C(=O)c2ccccc2)n1,3.3,-3.8%,9.2%,-0.1%,-3.1%,55,-0.9%,.,2.0%,.
O=C(Cn1[nH]c(=O)c2ccccc2c1=O)N1CC=C(c2ccccc2)CC1,1.7,-5.4%,11.1%,-0.2%,4.1%,50,-1.6%,6.4%,-1.5%,0.8%
O=C1C(c2ccc(F)cc2)N(Cc2ccc3c(c2)OCO3)C(=O)CN1C1CCCC1 (stereo unspecified),0.7,3.4%,-0.3%,0.0%,-1.3%,68,2.2%,-1.9%,1.0%,-4.9%
N#Cc1ccc(COC(=O)c2ccc(N3CCCC3)c([N+](=O)[O-])c2)cc1,0.9,4.0%,4.0%,-0.1%,-2.9%,85,-8.0%,0.0%,-2.7%,0.9%
Oc1c(Cl)cc(Cl)cc1CNn1cnnc1,0.8,1.2%,-5.2%,0.0%,-3.9%,51,8.3%,0.4%,-3.7%,-0.8%
CC(C)C(=O)Nc1nnc(SCC(=O)N2c3ccccc3CC2C)s1 (stereo unspecified),0.6,1.1%,3.2%,-0.1%,3.2%,57,14.6%,-0.2%,0.1%,5.6%
CCC(CC)C(=O)c1c[nH]c(C(=O)NCc2ccccc2)c1,-0.1,-5.1%,9.9%,0.5%,1.9%,67,-5.1%,0.1%,2.8%,1.4%
CCC(c1nnnn1Cc1ccccc1)N(Cc1cc2cc(OC)ccc2[nH]c1=O)CC1CCCO1 (stereo unspecified),1.0,-5.7%,5.2%,-0.5%,2.8%,32,-6.6%,-0.5%,3.2%,3.2%
COc1ccccc1N(CC(=O)N/N=C/c1ccccc1C(=O)O)S(C)(=O)=O,1.7,-12.2%,-6.5%,0.3%,5.1%,63,-5.2%,2.2%[50 µM],0.9%,0.0%
COc1ccc(/C=N/NC(=O)c2cc(-c3cccn3C)n[nH]2)cc1OC,-0.7,-7.5%,19.9%,-0.2%,5.6%,61,-4.3%,2.8%,4.4%,-5.1%
Cc1ccc(CNC(=O)CCS(=O)(=O)c2cc(Br)cc3c2N(C(=O)C2CC2)CC3)o1,-0.4,12.8%,-9.5%,-0.1%,-8.0%,44,-0.2%,-0.4%,-1.9%,-14.2%
CCOC(=O)c1ccc(NC(=O)Cn2nnc(-c3ccc(F)cc3)n2)cc1,-0.1,-1.3%,-0.8%,0.5%,3.9%,87,16.6%,-4.1%,3.2%,-11.3%
O=S(=O)(Nc1cccc(-c2ccc3nncn3n2)c1)c1cccs1,1.2,-12.5%,17.2%,-0.5%,16.9%,88,6.8%,0.0%,-0.1%,-5.5%
O=C(CN1CCN(S(=O)(=O)c2ccccc2)CC1)Nc1ccccc1Cl,0.5,-13.3%,0.7%,-0.1%,3.9%,67,8.1%,0.1%,-1.2%,1.6%
O=C(Nc1cnn(Cc2ccc(F)cc2)c1)c1noc2c1CCCC2,-0.8,1.2%,14.2%,-0.3%,1.1%,66,4.2%,0.3%[50 µM],4.5%,-3.1%
CCOc1ccccc1NC1=CC(=O)CC(c2ccccc2)C1 (stereo unspecified),1.9,-6.4%,-4.5%,0.2%,-1.2%,56,-1.0%,0.4%,-1.0%,-0.7%
Cc1ccc(NC2CCCN(C(=O)c3cc(C(C)C)[nH]n3)C2)cc1C (stereo unspecified),0.7,1.0%,-6.1%,-0.1%,-1.8%,75,-0.7%,1.1%,-1.5%,0.7%
COc1ccccc1C(C(=O)NC1CCCC1)N(C(=O)c1csnn1)C1CC1 (stereo unspecified),0.5,-8.0%,4.4%,-0.1%,-3.1%,32,-6.0%,0.0%,0.3%,-6.5%
CC(c1ccccc1)N1C(=O)c2ccc(C(=O)NCc3cccnc3)cc2C1=O (stereo unspecified),-0.7,-6.0%,5.5%,-0.1%,1.2%,75,-3.3%,1.6%[50 µM],-0.8%,1.3%
COc1ccccc1C(=O)N1CCN(c2cccc(C(F)(F)F)c2)CC1,1.5,-2.4%,-4.6%,0.0%,0.5%,78,-14.4%,0.4%,-1.4%,-4.8%
